Bioassay records (PubChem)
Scp1 inh: Scp-1 (human) phosphatase inhibition; AID 493091; 340,000 tested, 0.88% active; Recombinant Scp1, phosphopeptide, malachite green phosphate absorbance; Q9GZU7; inhibition, % at 20 µM;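 active = inhibition above about 50% at 20 µM, limit read from the data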;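 also: plate controls were DMSO wells with enzyme for no effect and wells lacking enzyme for full effect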
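System: truncated SCP-1 phosphatase (76-261aa); medium: Tris acetate buffer pH 5.5 with MgCl2 and Tween-20; incubation: 45 min room-temperature reaction, 5 min colour, 30 min stabiliser; compound: single 20 µM dose, 1% DMSO; reagent: Phosphorylated 17-residue peptide substrate; read-out: % inhibition at 20 µM; technique: colorimetric free-phosphate detection, absorbance 630 nm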
NadD block: NadD (S. aureus) enzyme inhibition; purified NadD enzyme, colorimetric absorbance read-out; inhibition, % at 20 µM; 360,000 tested, 0.78% active; AID 602399; in the data active = inhibition above about 26%; also: some compounds past the cut are filed as inactive
SKN-1 inh: inhibitors of C. elegans SKN-1; C. elegans VP596 Pgst-4::GFP/RFP ratio, acrylamide-induced, 24 h; 360,000 tested, 0.49% active; AID 624304; inhibition, % at 21.8 µM;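 active = interference check ratio from 0.5 to 1.5 plus GFP to RFP signal ratio inhibition reaching or exceeding a fixed threshold, cut at about 30% in these data, passing the limit was not always enough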; also: some compounds called inactive have numbers as strong as hits
NRP1-CendR mod: NRP-1/CendR interaction modulation | 360,000 tested, 0.85% active | O14786 | inhibition, % at 25 µM | FAM-RPARPAR peptide binding to NRP-1, fluorescence polarization;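 active = inhibition or corrected inhibition above about 18%, plus a signal ratio from 0.5 to 1.5, limit read from the data, passing the limit was not always enough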; also: strong numbers were not always called active
DNMT1 block: inhibitors of human DNMT1; DNMT1 molecular beacon, Hinp1I cleavage, fluorescence; inhibition (reported as % activation of signal), % at 10 µM; 360,000 tested, 0.83% active; AID 588458; in the data active = inhibition above about 50%
Target sequence (P26358 504-1616 limits assumed): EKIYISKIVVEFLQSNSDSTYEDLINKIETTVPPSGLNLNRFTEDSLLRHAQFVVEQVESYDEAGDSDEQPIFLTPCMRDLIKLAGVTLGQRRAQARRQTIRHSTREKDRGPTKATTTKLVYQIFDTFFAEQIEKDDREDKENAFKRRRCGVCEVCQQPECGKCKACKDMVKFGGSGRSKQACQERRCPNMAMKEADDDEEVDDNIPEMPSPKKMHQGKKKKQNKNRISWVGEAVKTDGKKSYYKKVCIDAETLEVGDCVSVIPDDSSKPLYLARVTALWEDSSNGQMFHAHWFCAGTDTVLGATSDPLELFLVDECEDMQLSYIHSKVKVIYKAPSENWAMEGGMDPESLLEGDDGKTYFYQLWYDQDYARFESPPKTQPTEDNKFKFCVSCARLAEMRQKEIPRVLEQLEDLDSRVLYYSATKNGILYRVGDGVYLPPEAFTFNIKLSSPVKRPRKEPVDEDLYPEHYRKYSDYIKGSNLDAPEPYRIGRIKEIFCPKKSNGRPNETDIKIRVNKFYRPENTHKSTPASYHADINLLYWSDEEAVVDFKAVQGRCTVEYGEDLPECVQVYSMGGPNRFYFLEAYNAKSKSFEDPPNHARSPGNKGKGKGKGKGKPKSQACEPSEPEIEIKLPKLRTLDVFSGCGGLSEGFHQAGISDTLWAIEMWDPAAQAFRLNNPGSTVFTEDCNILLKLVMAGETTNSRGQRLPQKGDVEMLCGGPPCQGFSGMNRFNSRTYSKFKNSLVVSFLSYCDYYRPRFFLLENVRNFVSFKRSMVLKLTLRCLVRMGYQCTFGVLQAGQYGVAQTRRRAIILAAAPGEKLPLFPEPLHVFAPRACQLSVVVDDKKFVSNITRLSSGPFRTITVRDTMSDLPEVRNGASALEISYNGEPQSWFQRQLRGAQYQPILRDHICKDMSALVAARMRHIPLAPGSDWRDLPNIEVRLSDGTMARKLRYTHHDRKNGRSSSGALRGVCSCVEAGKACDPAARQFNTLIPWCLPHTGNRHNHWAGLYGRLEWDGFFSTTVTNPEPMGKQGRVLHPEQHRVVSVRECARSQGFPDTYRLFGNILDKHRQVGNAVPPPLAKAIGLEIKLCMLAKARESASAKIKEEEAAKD
Rpn11 block: Rpn11 (human) deubiquitinase inhibition | 360,000 tested, 0.59% active | calls only at 20 µM | human 26S proteasome, Ub4-pepOG fluorescence polarization; 20S core pre-blocked with epoxomicin | O00487;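 active = inhibition at 20 µM, scaled to each plate's controls, above about 33%, limit read from the data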
STEP block: STEP (human) phosphatase inhibition. recombinant STEP, OMFP fluorogenic substrate, fluorescence. inhibition, % at 20 µM. 360,000 tested, 0.25% active. AID 588621;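 active = inhibition at 20 µM, scaled per plate between control wells, above about 37%, limit read from the data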;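 also: 0% = DMSO with enzyme and substrate and 100% = substrate only without enzyme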
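Material: STEP (striatal-enriched tyrosine phosphatase) enzyme, cell-free; Compound dosing: 20 µM single dose in 1% DMSO; Technique: fluorescence read at 480 nm ex / 540 nm em; Times: reaction 20 min, ambient temperature; Medium: 50 mM Bis-Tris pH 6.0 with 2.5 mM DTT and 0.005% Tween 20; Also added: OMFP at 25 µM.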
SUMO1-SIM PPI: modulators of human SUMO1-mediated protein-protein interactions; SUMO1 binding to a labelled peptide, TR-FRET, 1 h; inhibition, % at 20 µM; 360,000 tested, 0.33% active; in the data active = inhibition above about 37%
MT1-MMP act inh: inhibitors of human MT1-MMP activation. P50281. HT1080 RFP-PRO-GFP cells, GFP/RFP ratio fluorescence, overnight; percent of plate control window, DMSO zero. GFP/RFP ratio change, % at 20 µM. 360,000 tested, 0.061% active;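 active = GFP/RFP ratio change of at least 30% with cell ATP level not reduced by more than half and red fluorescence within 50% of control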; also: strong numbers were not always called active
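Read-out: GFP/RFP fluorescence ratio; Test system: RFP-PRO-GFP reporter HT1080 cells; Compound dosing: single-point 20 µM compound, 1% DMSO; Times: overnight compound exposure at 37 °C.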
LMPTP block: blocks human LMPTP phosphatase; recombinant LMPTP-A, OMFP fluorogenic substrate, fluorescence intensity; inhibition, % at 20 µM; 360,000 tested, 0.22% active; AID 651560;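 active = compounds that cut the enzyme signal by at least half of the control window in the single-dose screen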;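 also: plate controls were DMSO wells with enzyme plus substrate for no effect and substrate without enzyme for full effect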
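Test system – LMPTP-A enzyme · Amount – LMPTP-A at 0.625 nM final in the reaction · Buffer or medium – Bis-Tris pH 6.0, DTT, detergent · Reagent – OMFP 400 µM · Doses – single 20 µM dose · Schedule – reaction 50 min, room temperature, dark · Detection – fluorescence intensity of OMFP turnover product · Evaluation – percent inhibition versus substrate-only and uninhibited controls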
* marks the source's active call; other numbers are inactive results.

How did C=CCNc1ncnc2c1ncn2[C@H]1CN(Cc2ccccc2)C[C@@H](COC(C)=O)O1 do in these assays?
NadD block: 0; SKN-1 inh: 1; NRP1-CendR mod: -12; DNMT1 block: 4; Rpn11 block: inactive; STEP block: -2; SUMO1-SIM PPI: 0; MT1-MMP act inh: -2; LMPTP block: 3.1

What do the screens show for `O=C(NCCCCCc1nc2ccccc2[nH]1)c1ccccc1Cl`?
Scp1 inh: -2; NadD block: -2; SKN-1 inh: -1; NRP1-CendR mod: 4; DNMT1 block: 1; Rpn11 block: inactive; STEP block: -1; SUMO1-SIM PPI: -18; MT1-MMP act inh: 9; LMPTP block: 1.2

How did Cc1ccc2[nH]c(O)c(N=NC(=O)C(C)n3cnc4ccccc4c3=O)c2c1 (configuration not stated) do in these assays?
Scp1 inh: 2; NadD block: 5; SKN-1 inh: -7; NRP1-CendR mod: -5; DNMT1 block: 2; Rpn11 block: inactive; STEP block: 0; SUMO1-SIM PPI: -22; MT1-MMP act inh: -2; LMPTP block: -1.2

How did COc1ccc(CSc2nnc(C)n2N)cc1Br do in these assays?
Scp1 inh: -13; NadD block: 2; SKN-1 inh: 6; NRP1-CendR mod: -7; DNMT1 block: -3; Rpn11 block: inactive; STEP block: -2; SUMO1-SIM PPI: -2; MT1-MMP act inh: 3; LMPTP block: -2.0

Results for N#Cc1c2c(c(Nc3ccccc3)n3c1nc1ccccc13)CCC2 ?
Scp1 inh: 0; NadD block: 10; SKN-1 inh: 2; NRP1-CendR mod: -1; DNMT1 block: 2; Rpn11 block: inactive; STEP block: -1; SUMO1-SIM PPI: 0; MT1-MMP act inh: -1; LMPTP block: -0.1

How did O=C(Nc1ccc(F)cc1)C1COc2ccccc2O1 (configuration not stated) do in these assays?
Scp1 inh: -7; NadD block: -4; SKN-1 inh: 19; NRP1-CendR mod: 9; DNMT1 block: -5; Rpn11 block: inactive; STEP block: -2; SUMO1-SIM PPI: 4; MT1-MMP act inh: -1; LMPTP block: 0.5

How did CN(C)c1nc(SCC(=O)Nc2ccc(Cl)c(Cl)c2)nc(N2CCOCC2)n1 do in these assays?
Scp1 inh: -3; NadD block: -1; SKN-1 inh: 7; NRP1-CendR mod: 4; DNMT1 block: -3; Rpn11 block: inactive; STEP block: -3; SUMO1-SIM PPI: 3; MT1-MMP act inh: 2; LMPTP block: 2.8

How did CCC(=O)N(C)C[C@H]1Oc2ncc(C#Cc3cccnc3)cc2C(=O)N([C@@H](C)CO)C[C@@H]1C do in these assays?
NadD block: 6; SKN-1 inh: -3; NRP1-CendR mod: 4; DNMT1 block: 10; Rpn11 block: inactive; STEP block: 1; SUMO1-SIM PPI: 1; MT1-MMP act inh: 1; LMPTP block: -1.1

What do the screens show for `COc1ccc(N2CSC3=C(C#N)C(c4cccs4)CC(=O)N3C2)cc1` (configuration not stated)?
Scp1 inh: -10; NadD block: 2; SKN-1 inh: -2; NRP1-CendR mod: 0; DNMT1 block: -3; Rpn11 block: inactive; STEP block: -2; SUMO1-SIM PPI: -1; MT1-MMP act inh: -2; LMPTP block: -1.1

Results for CCC(Sc1ccccn1)C(=O)Nc1cccc([N+](=O)[O-])c1 (configuration not stated) ?
Scp1 inh: 5; NadD block: -1; SKN-1 inh: 0; NRP1-CendR mod: 16; DNMT1 block: 5; Rpn11 block: inactive; STEP block: 1; SUMO1-SIM PPI: -21; MT1-MMP act inh: 2; LMPTP block: -0.1

Results for CCn1c([N+](=O)[O-])nc2c1c(=O)[nH]c(=O)n2C ?
Scp1 inh: -9; NadD block: 8; SKN-1 inh: -2; NRP1-CendR mod: -2; DNMT1 block: -2; Rpn11 block: inactive; STEP block: -1; SUMO1-SIM PPI: -2; MT1-MMP act inh: -3; LMPTP block: -0.8

What do the screens show for `CCCCCOc1ccc(CSc2ncn[nH]2)cc1`?
Scp1 inh: 0; NadD block: -2; SKN-1 inh: 2; NRP1-CendR mod: 2; DNMT1 block: 9; Rpn11 block: inactive; STEP block: 1; SUMO1-SIM PPI: 3; MT1-MMP act inh: 5; LMPTP block: -0.7

How did CC(=O)c1c(C)[nH]c(C(=O)COC(=O)C2(C)CC2(Cl)Cl)c1C (configuration not stated) do in these assays?
Scp1 inh: -5; NadD block: -3; SKN-1 inh: 11; NRP1-CendR mod: -7; DNMT1 block: -3; Rpn11 block: inactive; STEP block: 0; SUMO1-SIM PPI: 4; MT1-MMP act inh: -8; LMPTP block: -1.3

How did CCN(CC)S(=O)(=O)c1ccc(Cl)c(C(=O)NCC2CCCO2)c1 (configuration not stated) do in these assays?
Scp1 inh: -2; NadD block: 0; SKN-1 inh: 5; NRP1-CendR mod: -6; DNMT1 block: 0; Rpn11 block: inactive; STEP block: -2; SUMO1-SIM PPI: 1; MT1-MMP act inh: 7; LMPTP block: -0.5

How did O=C(NC(=S)NCc1ccccc1)c1cccs1 do in these assays?
Scp1 inh: -5; NadD block: -6; SKN-1 inh: -6; NRP1-CendR mod: -7; DNMT1 block: 0; Rpn11 block: inactive; STEP block: -3; SUMO1-SIM PPI: 3; MT1-MMP act inh: 2; LMPTP block: 0.0

How did COC(=O)[C@]12CCCCC=C1N(CCC1=CCCCC1)C(=O)[C@H](CC(=O)N1CCC(c3ccccc3)CC1)C2 do in these assays?
NadD block: 1; SKN-1 inh: -2; NRP1-CendR mod: 15; SUMO1-SIM PPI: 5; MT1-MMP act inh: -7; LMPTP block: 9.0

Results for CCCCN(C(=O)CSc1ncn[nH]1)c1c(N)n(Cc2ccccc2)c(=O)[nH]c1=O ?
Scp1 inh: -8; NadD block: -5; SKN-1 inh: 9; NRP1-CendR mod: 8; DNMT1 block: -3; Rpn11 block: inactive; STEP block: 0; SUMO1-SIM PPI: -1; MT1-MMP act inh: 0; LMPTP block: -0.9

How did C=CCC1(C(=O)N(C)Cc2ccccc2)CCN(C(=O)OC(C)(C)C)CC1 do in these assays?
Scp1 inh: -3; NadD block: -6; SKN-1 inh: 4; NRP1-CendR mod: 18; DNMT1 block: -4; Rpn11 block: inactive; STEP block: -1; SUMO1-SIM PPI: -2; MT1-MMP act inh: -2; LMPTP block: 0.6

Results for CC(C)C(C(=O)Nc1nccs1)c1ccccc1 (configuration not stated) ?
Scp1 inh: -2; NadD block: 4; SKN-1 inh: 9; NRP1-CendR mod: 10; DNMT1 block: 0; Rpn11 block: inactive; STEP block: -2; SUMO1-SIM PPI: -2; MT1-MMP act inh: 1; LMPTP block: -0.9

How did CCN(CC)S(=O)(=O)c1ccc(N2CCOCC2)c(NC(=O)CN2C(=O)NC3(CCCC3)C2=O)c1 do in these assays?
Scp1 inh: 1; NadD block: 2; SKN-1 inh: 4; NRP1-CendR mod: -4; DNMT1 block: -2; Rpn11 block: inactive; STEP block: 0; SUMO1-SIM PPI: 0; MT1-MMP act inh: -2; LMPTP block: -1.1

Reprinted from the results shown for reference:
How did C=CCNc1ncnc2c1ncn2[C@H]1CN(Cc2ccccc2)C[C@@H](COC(C)=O)O1 do in these assays?
NadD block: 0; SKN-1 inh: 1; NRP1-CendR mod: -12; DNMT1 block: 4; Rpn11 block: inactive; STEP block: -2; SUMO1-SIM PPI: 0; MT1-MMP act inh: -2; LMPTP block: 3.1

What do the screens show for `O=C(NCCCCCc1nc2ccccc2[nH]1)c1ccccc1Cl`?
Scp1 inh: -2; NadD block: -2; SKN-1 inh: -1; NRP1-CendR mod: 4; DNMT1 block: 1; Rpn11 block: inactive; STEP block: -1; SUMO1-SIM PPI: -18; MT1-MMP act inh: 9; LMPTP block: 1.2

Carrying on:
Results for Brc1cnc(N2CCCCC2)nc1N1CCOCC1 ?
Scp1 inh: -2; NadD block: 3; SKN-1 inh: 10; NRP1-CendR mod: -8; DNMT1 block: -3; Rpn11 block: inactive; STEP block: -4; SUMO1-SIM PPI: 0; MT1-MMP act inh: -2; LMPTP block: 0.6

What do the screens show for `CC1CCc2cc(F)ccc2N1C(=O)CSc1nnc2c3cc(F)ccc3n(C)c2n1` (configuration not stated)?
Scp1 inh: -4; NadD block: 6; SKN-1 inh: 2; NRP1-CendR mod: 0; DNMT1 block: 2; Rpn11 block: inactive; STEP block: 0; SUMO1-SIM PPI: 3; MT1-MMP act inh: 2; LMPTP block: -1.3

How did CCn1c(=N)n(CC(=O)c2cccc(OC)c2)c2ccccc21 do in these assays?
Scp1 inh: 3; NadD block: -11; SKN-1 inh: 12; NRP1-CendR mod: 4; DNMT1 block: -1; Rpn11 block: inactive; STEP block: 0; SUMO1-SIM PPI: 2; MT1-MMP act inh: -4; LMPTP block: 0.9

What do the screens show for `CCCCc1nnc(NC(=O)C(C)Sc2nc(N)cc(=O)[nH]2)s1` (configuration not stated)?
Scp1 inh: -4; NadD block: -1; SKN-1 inh: 5; NRP1-CendR mod: -3; DNMT1 block: 1; Rpn11 block: inactive; STEP block: 2; SUMO1-SIM PPI: 3; MT1-MMP act inh: -6; LMPTP block: -0.6

How did CC(=O)c1ccc(NC(=S)Nc2ccn(Cc3ccc(Br)cc3)n2)cc1 do in these assays?
Scp1 inh: -10; NadD block: -5; SKN-1 inh: 1; NRP1-CendR mod: -12; DNMT1 block: -4; Rpn11 block: inactive; STEP block: 0; SUMO1-SIM PPI: -4; MT1-MMP act inh: 10; LMPTP block: 1.3

What do the screens show for `COc1ccc(-c2noc(CN(C)C(=O)c3ccoc3C)n2)cc1OC`?
Scp1 inh: 4; NadD block: 1; SKN-1 inh: -23; NRP1-CendR mod: -6; DNMT1 block: 4; Rpn11 block: inactive; STEP block: -1; SUMO1-SIM PPI: 1; MT1-MMP act inh: 2; LMPTP block: -0.4

What do the screens show for `CC(C)(C)c1ccc(CS(=O)CC(O)CO)cc1` (configuration not stated)?
Scp1 inh: -8; NadD block: 1; SKN-1 inh: -4; NRP1-CendR mod: -9; DNMT1 block: 1; Rpn11 block: inactive; STEP block: 1; SUMO1-SIM PPI: 1; MT1-MMP act inh: -1; LMPTP block: -1.8

How did S=c1[nH]nc(-c2cccs2)n1/N=C/c1cn(-c2ccccc2)nc1-c1ccc(Cl)cc1 do in these assays?
Scp1 inh: 0; NadD block: 33*; SKN-1 inh: 9; NRP1-CendR mod: -10; DNMT1 block: 41; Rpn11 block: inactive; STEP block: -1; SUMO1-SIM PPI: 42*; MT1-MMP act inh: 3; LMPTP block: 4.7

Results for CN(C)S(=O)(=O)c1ccc(C(=O)NC(=O)CSc2ccccc2)cc1 ?
Scp1 inh: -9; NadD block: -4; SKN-1 inh: 3; NRP1-CendR mod: -3; DNMT1 block: -8; Rpn11 block: inactive; STEP block: 4; SUMO1-SIM PPI: -2; MT1-MMP act inh: 6; LMPTP block: -1.6
